# Bioassay records from PubChem.
# Shiga inhibitor: inhibitors of Shiga toxin in Vero cells. AID 2315. inhibition, % at 38.7 µM. Vero cells, Shiga toxin protein synthesis inhibition reporter. actives 9.2% (n = 290,000); in the data active = inhibition mostly above about 28%, no sharp cut-off; inactive = mostly below about 43%; also: 0% is about no effect
# TbPYK inhibitor: blocks Trypanosoma brucei pyruvate kinase | TbPYK enzyme, Kinase-Glo Plus ATP luminescence, 45 min | Potency, µM (top dose mostly 76.8 µM), for inactives: top-dose activity, negative = inhibition, actives largely listed as inhibitors | AID 624173 | actives 0.12% (n = 410,000); also: potency is read from the fitted curve at half-maximal effect; % is scaled to controls: 0 for no effect and ±100 for the full control effect; nearly all actives have a fitted effect of over 50% in size
#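 Enzyme and substrate buffer are dispensed first and compound is pin-transferred. ADP at 130 uM final then starts the reaction, which runs 45 min at room temperature. Detection reagent is added for 10 min before luminescence is imaged.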
# Pf growth 48h: P. falciparum growth inhibition at 48 hours (one generation) | AID 504832 | actives 5.9% (n = 310,000) | P. falciparum luciferase growth in erythrocytes, 48 h | Potency, µM (doses to about 28.7 µM), inactives show at the highest dose activity change, negative = inhibition, usual class: inhibitors; also: potency is read from the fitted curve at half-maximal effect; % is scaled to controls: 0 for no effect and ±100 for the full control effect
#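 Read-out is firefly luciferase luminescence from an integrated reporter in P. falciparum, so falling signal marks reduced parasite growth. Infected erythrocytes were at 2% hematocrit and 0.1% parasitemia (final) in Albumax-supplemented RPMI 1640.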
# Cycloheximide cs: counter-screen for Shiga toxin inhibitors: cycloheximide protein synthesis inhibition; actives 12% (n = 300,000); max response, %; cell reporter, cycloheximide protein synthesis inhibition counterscreen; in the data active = max response mostly above about 13%, no sharp cut-off; inactive = mostly below about 14%; also: read at 38.3 µM for the half of the compounds with a filed dose; 0% is about no effect
# AmpC no deterg: blocks E. coli AmpC beta-lactamase in detergent-free assay; actives 0.52% (n = 330,000); AID 485341; P00811; Potency, µM (highest dose often 57.1 µM), inactives show at the top dose activity change, negative = inhibition, hits mostly inhibitors; AmpC nitrocefin hydrolysis, absorbance 480 nm, 0.0001% Triton;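 also: potency is read from the fitted curve at half-maximal effect; plate controls were no compound for no effect and no enzyme for full effect; nearly all actives have a fitted effect of over 20% in size; some results filed as inactive show a strong effect at the top dose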
# Target sequence (P00811 whole entry, looked up): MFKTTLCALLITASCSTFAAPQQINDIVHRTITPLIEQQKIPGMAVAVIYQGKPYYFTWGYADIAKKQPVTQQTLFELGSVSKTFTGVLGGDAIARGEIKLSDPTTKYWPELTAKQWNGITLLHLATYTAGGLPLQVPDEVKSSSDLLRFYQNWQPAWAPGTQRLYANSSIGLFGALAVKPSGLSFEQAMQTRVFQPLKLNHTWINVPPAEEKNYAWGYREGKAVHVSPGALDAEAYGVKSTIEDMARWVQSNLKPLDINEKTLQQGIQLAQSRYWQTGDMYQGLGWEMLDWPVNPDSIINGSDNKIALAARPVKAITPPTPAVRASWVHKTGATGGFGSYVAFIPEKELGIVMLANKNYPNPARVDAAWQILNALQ
#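 20 mM phosphate pH 7.0 + 0.01% (detergent screen) or 0.0001% Triton X-100; 5.3 nM AmpC reagent; cpd preinc 15 min RT; nitrocefin (800 uM stock) to start; A480 q20 s × 4 min; Activity was normalised to no-enzyme and no-compound control wells.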
# LmPK inhibitor: inhibitors of Leishmania mexicana pyruvate kinase. Q27686. purified LmPK, Kinase-Glo ATP luminescence, 1 h. Potency, µM (doses to about 57.5 µM), for inactives: top-dose activity change, negative = inhibition, most hits filed as inhibitors. actives 0.37% (n = 290,000). AID 1721; also: potency is read from the fitted curve at half-maximal effect; % is scaled to controls: 0 for no effect and ±100 for the full control effect
# Target sequence (Q27686 whole entry, looked up): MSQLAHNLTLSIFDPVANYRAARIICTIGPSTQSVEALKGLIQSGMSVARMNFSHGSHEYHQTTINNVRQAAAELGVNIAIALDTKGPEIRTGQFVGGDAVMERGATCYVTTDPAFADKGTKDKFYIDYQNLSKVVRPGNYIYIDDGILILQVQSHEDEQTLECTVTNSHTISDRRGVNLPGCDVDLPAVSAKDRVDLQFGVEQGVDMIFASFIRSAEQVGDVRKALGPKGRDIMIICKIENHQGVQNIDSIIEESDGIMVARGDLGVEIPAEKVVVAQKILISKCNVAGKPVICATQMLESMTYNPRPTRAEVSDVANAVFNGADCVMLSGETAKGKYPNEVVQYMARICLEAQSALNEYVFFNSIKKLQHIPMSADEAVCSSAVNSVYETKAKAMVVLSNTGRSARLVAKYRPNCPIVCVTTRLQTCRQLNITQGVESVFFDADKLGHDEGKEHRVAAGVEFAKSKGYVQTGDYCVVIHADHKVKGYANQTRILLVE
#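 qHTS format; LmPK 0.1 nM; substrates PEP 0.5 mM and ADP 0.1 mM. One-hour room-temperature incubation, then coupled luciferase luminescence; 0.5 nM enzyme wells mark activation.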
# Pf growth 96h: P. falciparum growth inhibition at 96 hours | Potency, µM (highest dose often 28.7 µM), inactives show at the highest dose activity change, negative = inhibition, hits mostly inhibitors | P. falciparum luciferase reporter growth, 96 h | actives 6.9% (n = 320,000); also: potency is read from the fitted curve at half-maximal effect; % is scaled to controls: 0 for no effect and ±100 for the full control effect
#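 Infected RBCs, 2% Hct / 0.05% parasitemia final; luciferase-reporter P. falciparum; cpd 96 h, 37 C, 5% CO2; luciferase detection reagent; luminescence.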
# The depositor's hits bear a star; ? = inconclusive; . = no result given; [ ] = dose if it differs, or a comment. Unless noted, calls follow the shape of the dose curve; as a rule, active = well fitted curve in the direction sought with a large enough effect; inconclusive = small, poorly fitted or top-dose-only effect, or another doubt; inactive = no such curve, though single readings can be large; an effect the other way counts as inactive or inconclusive.
cpd	Compound	TbPYK inhibitor	LmPK inhibitor	Pf growth 48h	AmpC no deterg	Shiga inhibitor	Pf growth 96h	Cycloheximide cs
1	COc1ccccc1C(=O)N/C(N)=N/c1nc2ccccc2o1	-9%	0%	45%[activator]	-25%	37*	50%[activator]	20
2	CN1CCN(C(=O)c2cc(-c3ccco3)on2)CC1	-17%	-3%	68%[activator]	-4%	36	8%	15*
3	O=C(CO/N=C/c1ccc(OC(F)F)cc1)NCc1ccc(F)cc1	2%	2%	-5%	13%	17	?	-2
4	CCOc1ccccc1C(=O)NCC(=O)NCCCc1ccccc1	-3%	8%	-3%	2%	-2	?	-4
5	[O-]/C(=C(\C(=S)NCc1ccc2c(c1)OCO2)[n+]1ccccc1)c1ccc(Cl)s1	-11%	-5%	-10%	-43%	20	?	2
6	CCOP(=O)(OCC)C(Nc1cccc([N+](=O)[O-])c1)c1ccccc1 (stereo not given)	2%	2%	?	26%	-8	-22%	8
7	O=C(Nc1nc2c(F)cc(F)cc2s1)c1ccccn1	-17%	?	122%[activator]	-30%[11.4 µM]	95*	?	35*
8	CCOc1ccccc1-c1nnc(SCC(=O)NC2(C#N)CCCC2)o1	-4%	.	?	-17%	.	9.3µM*	.
9	CCOC(=O)Cn1c(=O)oc2cc(S(=O)(=O)NCCC(C)C)ccc21	-4%	8%	.	1%	-10	?	-3
10	CCc1cc2c(-c3ccccc3)cc(=O)oc2cc1OC(C)C(C)=O (stereo not given)	-4%	0%	?	38%	17	5%	7
11	CCOC(=O)C1CCN(C(=O)c2cc3cc4cc(OC)ccc4nc3o2)CC1	1%	-4%	?	15%	29	63%[activator]	32*
12	COc1cc2c(cc1NC(=O)C(C)Sc1cccc[n+]1[O-])oc1ccccc12 (stereo not given)	-1%	-3%	202%[activator]	295%[activator]	79*	173%[activator]	75*
13	O=C(NCCN1CCCC1)C1CC(=O)N(C2CCCCC2)C1 (stereo not given)	-6%	-3%	27%	1%	-13	13µM*	-2
14	COc1nn(CC(=O)N2N=C(C)CC2(O)C(F)(F)F)cc1[N+](=O)[O-] (stereo not given)	2%	0%	10%	-25%	-5	0%	0
15	C=C1c2ccccc2S(=O)(=O)N(Cc2ccccc2)C1COCc1ccccc1 (stereo not given)	0%	1%	?	-37%	4	?	1
16	CCCc1nnc(SCC(=O)N2CCCC(C)C2)n1CCCOC (stereo not given)	1%	-4%	12%	-4%	-12	?	-2
17	CCOC(=O)N1CCN(C(=O)c2ccc(Cl)c(S(=O)(=O)Nc3ccccc3)c2)CC1	0%	-2%	?	-25%	-6	.	-3
18	O=C(N/N=C/C(Cl)=C/c1ccccc1)c1ccc2c(c1)OCO2	-10%	.	1%	-28%	.	?	.
19	CC(C)N(Cc1cc2ccccc2[nH]c1=O)C(=O)c1cccc([N+](=O)[O-])c1	-3%	-2%	7%	-44%	-2	2%	-4
20	O=C(Nc1ccc2c(c1)OCCO2)C1CCCN1C(=O)Nc1ccccc1 (stereo not given)	0%	-3%	5%	-14%	-11	30%[activator]	-10
21	Cc1sc2nc(CN(C(=O)NC3CCCCC3)C3CCCC3)[nH]c(=O)c2c1C	-7%	6%	?	-26%	-9	-21%	5
22	O=C(c1ccc(-n2cncn2)c([N+](=O)[O-])c1)N1CCN(S(=O)(=O)c2c(F)cccc2F)CC1	-8%	.	5%	10%	.	3%	.
23	CC(=O)N1N=C2c3ccccc3CCC2C1c1ccc(F)cc1 (stereo not given)	0%	2%	0%	0%	-9	?	-1
24	COc1ccc(CC(=O)Nc2cc(C)ccn2)cc1	-2%	2%	93%[activator]	-21%	86*	-1%	42*
25	Cc1nn(-c2ccc(Cl)c(Cl)c2Cl)c(=O)c2ccccc12	-5%	3%	-2%	-14%	20	.	-1
26	CC(C)Cn1c2c(c(=O)[nH]c1=O)C(C(F)(F)F)(C(F)(F)F)N=C(CCC1CCCCC1)N2	1%	0%	9.3µM*	-15%	-5	0%	-7
27	CC(=O)CCCC(NS(=O)(=O)CCC(Cl)(Cl)Cl)c1ccccc1 (stereo not given)	0%	1%	51%[activator]	-19%	-7	-23%	-1
28	CCC12CN3CCN(CC(C3)/C1=N\NC(=O)c1ccc(C(C)(C)C)cc1)C2	-4%	-3%	29%	-7%	-3	16%	-7
29	CCOc1cc(S(=O)(=O)N2CCC(c3nc4ccccc4s3)CC2)c(OCC)cc1S(=O)(=O)N1CCCCC1	-2%	3%	3%	-6%	-2	?	-3
30	COc1nc2ccccc2nc1N1CCN(Cc2ccc3c(c2)OCO3)CC1	-8%	0%	-4%	9%	-6	6%	-3
31	CCC(=O)N1N=C(c2ccc(NS(C)(=O)=O)cc2)CC1c1ccc(C)cc1 (stereo not given)	-9%	1%	.	-1%	32	-75%	10
32	Cc1ccccc1/C=N/NC(=O)Cc1ccc(Cl)cc1	24%	1%[11.5 µM]	?	-27%	3	?	-2
33	CCS(=O)(=O)N1CCC(C(=O)NCCc2ccccc2)CC1	-8%	1%	27%	-16%	-13	1.5µM*	-4
34	Cc1ccc(CSCCNC(=O)CN(c2ccccc2)S(C)(=O)=O)cc1	-12%	-1%	6%	37%	2	22%[5.75 µM]	-4
35	Nc1ccc(C(=O)N/N=C/c2c[nH]c3ccccc23)cc1	-1%	3%	13%	-24%	51	50%[activator]	29*
36	CC1(C)CC(=O)C2=C(C1)Oc1ncn3nc(-c4cccnc4)nc3c1C2c1ccccc1 (stereo not given)	-10%	3%	-22%	-21%	-11	?	-4
37	NC(=O)C1CCCN(C(=O)c2ccc(-c3cccc(Cl)c3Cl)o2)C1 (stereo not given)	-3%	.	160%[activator]	128%[activator]	.	170%[activator]	.
38	Cc1ccc(NC(=O)Cn2cc(S(=O)(=O)c3ccc(C)cc3)c(=O)c3cc(F)ccc32)cc1	1%	2%	-18%	-47%	0	?	-3
39	Cc1cc(C)nc(NS(=O)(=O)c2ccc(N3C(=O)c4ccccc4C3=O)cc2)n1	-7%	-3%	0%	-26%	-16	?	-1
40	Cc1nc(-c2ccccc2)nc2[nH]c(-c3ccccc3)cc(=O)c12	-4%	0%	.	-34%	52	.	-3
41	O=C(c1ccc(Cl)cc1)c1c[nH]c(C(=O)NNc2cccc(Cl)n2)c1	-1%	0%	-23%	-30%	-8	?	-4
42	O=C(N1CCN(c2ccccc2F)CC1)C1(c2cccs2)CCOCC1	6%	-3%	-6%	0%	-16	-13%	8
43	C/C(=N\NC(=O)c1cccc(S(=O)(=O)N2CCCC2)c1)c1cccs1	3%	0%	20%	-28%	50*	3%	19*
44	O=C(COn1nnc2ccccc21)NCC1CCCCC1	-8%	-3%	97%[activator]	-24%	89	0%	28*
45	CCOC(=O)c1ccc(-c2ccc(/C=N/NC(=O)c3cncc(Br)c3)o2)cc1	0%	1%	?	-17%	40*	55%[activator]	13*
46	NC(=O)c1cccc([N+](=O)[O-])c1	0%	.	34%[activator]	-8%	.	52%[activator]	.
47	CCC(CC)c1nnc(NC(=O)C2CSC3(C)CCC(=O)N23)s1 (stereo not given)	0%	.	5%	-13%	.	12%	.
48	O=C(OCC1OC(n2ncc(=O)[nH]c2=O)C(OC(=O)c2ccccc2)C1OC(=O)c1ccccc1)c1ccccc1 (stereo not given)	6%	-4%	?	-35%	-3	8%	-1
49	CC(C)CCNc1nc2ccccc2nc1NS(=O)(=O)c1cccs1	1%	0%	7%	-37%	-7	14%	-2
50	O=C(CN1C(=O)C2C3C=CC(C3)C2C1=O)Nc1ccc2nccnc2c1 (stereo not given)	-4%	9%	.	-7%	21	12%	-2
51	CNC(=O)COC(=O)c1ccc(OCC(=O)Nc2ccccc2OC)c(OC)c1	0%	7%	20%	123%[activator]	47	46%[activator]	27
52	Cn1nc(C(F)(F)F)c(/C=N/OC(=O)c2ccccc2Cl)c1SCc1ccccc1Cl	-7%	-1%	13µM*	-7%	-5	?	2
53	C/C(=C\c1ccccc1)C(=O)NC1CCSC1=O (stereo not given)	-1%	1%	25%	-27%	31	56%[activator]	18*
54	CSc1ccc(C(=O)NCC(=O)O)cc1[N+](=O)[O-]	-11%	1%	-17%	4%	-4	1%	-2
55	COc1cccc(CNC(=O)CCS(=O)(=O)c2cccc3nsnc23)c1	-11%	-1%	-6%	-3%	22	.	-4
56	OCC1(CCOc2ccccc2)CCN(Cc2ccccc2OC(F)F)CC1	0%	-12%	-7%	47%	-11	?	-2
57	O=[N+]([O-])c1ccc(Sc2n[nH]c(-c3ccccc3)n2)nc1	-4%	1%	31%[activator]	-28%	44	31%[activator]	41*
58	O=C(Oc1ccc(C(=S)N2CCCCC2)cc1)c1ccccc1	-26%	2%	7%	-10%	15	?	-2
59	CN(CCOC(=O)c1cccc(F)c1)Cc1ccccc1	0%	-4%	-1%	-6%	-10	0%	0
60	CCOC(=O)C(=Cc1ccc(OCc2ccc([N+](=O)[O-])cc2)c(OC)c1)C(=O)OCC	-19%	5%	?	-3%	27	?	43*

# 2 records drawn at random from the list so far, as already listed:
cpd	Compound	TbPYK inhibitor	LmPK inhibitor	Pf growth 48h	AmpC no deterg	Shiga inhibitor	Pf growth 96h	Cycloheximide cs
58	O=C(Oc1ccc(C(=S)N2CCCCC2)cc1)c1ccccc1	-26%	2%	7%	-10%	15	?	-2
49	CC(C)CCNc1nc2ccccc2nc1NS(=O)(=O)c1cccs1	1%	0%	7%	-37%	-7	14%	-2

# Following part.
cpd	Compound	TbPYK inhibitor	LmPK inhibitor	Pf growth 48h	AmpC no deterg	Shiga inhibitor	Pf growth 96h	Cycloheximide cs
61	O=C(c1ccccc1F)N1CCN(c2ccc([N+](=O)[O-])c(NCc3cccnc3)c2)CC1	-2%	2%	?	83%[activator]	-6	10µM*	-2
62	COc1ccc(-c2cc3ccc(OCc4nn[nH]n4)cc3oc2=O)cc1	.	-1%	118%[activator]	-18%	10	74%[activator]	3
63	Cc1ccc(S(=O)(=O)N2CCN=C2SCc2ccccc2)cc1	0%	-4%	?	-15%	8	-7%	10
64	CCOc1cc(/C=N/NC(=O)CCCC(=O)NC2CCCCC2)ccc1O	-16%	-4%	2%	-41%	-3	?	-5
65	O=C(Nc1c2c(nn1-c1ccc([N+](=O)[O-])cc1)CS(=O)(=O)C2)c1ccccc1F	9%	2%	20%	-15%	-6	-6%	8
66	CC/C(=N\NC(=O)c1nnn(-c2nonc2N)c1-c1cccs1)c1ccccc1	-4%	2%	32%[activator]	-27%	-3	-1%	-1
67	COc1cccc(-c2nnn(CC(=O)Nc3cc(OC)c(NC(=O)c4ccco4)cc3OC)n2)c1	1%	-1%	?	-17%	11	.	9
68	Cc1ccc(NC2SC(=O)N(Cc3cccc(C(=O)O)c3)C2=O)c(C)c1 (stereo not given)	-25%	-3%	12%	-21%	20	45%[activator]	8
69	COc1ccc(C(=O)N/N=C/c2ccccc2C(=O)O)cc1OC	4%	0%	70%[activator]	-23%	-6	13%	1
70	COc1cccc(/C(C)=N/NC(=O)Cc2c(C)[nH][nH]c2=O)c1	1%	-1%	4%	-12%	-6	9%	5
